CRFBP-R2 agonist: agonists of human CRF-binding protein/CRF-R2 receptor complex; activation, % at 13.2 µM; HEK293 CRF-R2/CRF-BP, calcium dye fluorescence (FLIPR); percent of saturating CRF peptide response; actives 0.46% (n = 350,000); AID 588473;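 active = activation of at least 50%, plus an integration ratio under a set limit after plate pattern correction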;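 also: plate controls were neutral control wells without compound for no effect and CRF at EC100 for full effect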
CHRM4 agonist: CHRM4 agonism in calcium assay. P08173. CHO-K1 hM4/Gqi5, Fluo-8 calcium fluorescence; vehicle 0%, full acetylcholine response 100%. activation, % at 3 µM. actives 0.14% (n = 360,000). AID 624127;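 active = activation above the run mean over all test wells plus 3 SD, cut at about 32% in these data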;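 also: peak over basal fluorescence ratio per well then scaled between controls; 0% = DMSO wells and 100% = acetylcholine at EC100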
M1 PAM: potentiates human M1 receptor response to acetylcholine | P11229 | activation, % at 3 µM | actives 0.088% (n = 360,000) | CHO-K1 hM1, Fluo-8 calcium fluorescence, ACh EC20; 0% = ACh EC20, 100% = maximal ACh | AID 588819; in the data active = activation above about 19%, passing the limit was not always enough
Target sequence (P11229 whole entry, looked up): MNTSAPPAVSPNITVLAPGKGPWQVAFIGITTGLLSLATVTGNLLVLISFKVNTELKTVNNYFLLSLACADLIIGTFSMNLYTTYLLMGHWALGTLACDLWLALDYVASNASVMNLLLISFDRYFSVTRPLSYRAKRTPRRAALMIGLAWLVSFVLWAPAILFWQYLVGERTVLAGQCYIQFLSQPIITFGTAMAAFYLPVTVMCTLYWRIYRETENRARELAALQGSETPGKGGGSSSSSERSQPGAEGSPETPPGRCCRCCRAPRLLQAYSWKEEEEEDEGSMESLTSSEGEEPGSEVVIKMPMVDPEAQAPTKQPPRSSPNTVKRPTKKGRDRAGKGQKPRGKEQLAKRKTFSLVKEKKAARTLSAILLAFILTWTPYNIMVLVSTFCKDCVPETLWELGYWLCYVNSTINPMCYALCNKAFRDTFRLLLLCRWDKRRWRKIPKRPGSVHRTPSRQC
CHRM1 antagonist: blocks human M1 muscarinic receptor. P11229. inhibition, % at 3 µM. AID 588852. CHO-K1 hM1, Fluo-8 calcium fluorescence, ACh EC80 antagonist. actives 1.3% (n = 360,000);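 active = percent inhibition above its own plate's cutoff, namely the mean of that plate's compound wells plus 3 SD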;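 also: peak over basal fluorescence ratio during 140 s after agonist addition; 0% = ACh EC80 plus DMSO and 100% = DMSO alone without agonist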
CHRM5 antagonist: CHRM5 antagonism in calcium assay; inhibition, % at 3 µM; CHO-hM5 cells, Fluo-8 calcium fluorescence, ACh EC80; P08912; actives 0.59% (n = 360,000);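 active = inhibition above a per-plate cutoff, the mean of that plate's test compounds plus 3 SD, cut at about 27% in these data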;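 also: 0% = acetylcholine EC80 with DMSO and 100% = DMSO without agonist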
Target sequence (P08912 whole entry, looked up): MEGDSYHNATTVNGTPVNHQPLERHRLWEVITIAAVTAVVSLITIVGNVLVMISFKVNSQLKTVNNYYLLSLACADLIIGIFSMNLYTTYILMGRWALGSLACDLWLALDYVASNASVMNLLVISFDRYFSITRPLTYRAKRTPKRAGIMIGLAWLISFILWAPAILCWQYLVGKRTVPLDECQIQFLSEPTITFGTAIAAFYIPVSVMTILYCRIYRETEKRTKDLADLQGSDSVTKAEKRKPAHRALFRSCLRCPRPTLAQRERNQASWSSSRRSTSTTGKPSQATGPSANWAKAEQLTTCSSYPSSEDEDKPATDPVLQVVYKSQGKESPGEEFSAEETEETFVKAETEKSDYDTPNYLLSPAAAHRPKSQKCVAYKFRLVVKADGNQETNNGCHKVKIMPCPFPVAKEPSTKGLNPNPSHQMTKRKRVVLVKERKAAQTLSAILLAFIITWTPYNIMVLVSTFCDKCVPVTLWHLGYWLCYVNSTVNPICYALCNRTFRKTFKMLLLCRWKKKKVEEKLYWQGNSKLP
CHRM4 PAM: CHRM4 positive allosteric modulation | P08173 | CHO-K1 hM4/Gqi5, Fluo-8 calcium fluorescence, ACh EC20; 0% = ACh EC20, 100% = maximal ACh | activation, % at 3 µM | actives 0.4% (n = 360,000);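 active = activation above its plate's cutoff, the mean activation of sample wells plus 3 SD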; also: some results filed as inactive read as strong as hits
CHRM5 agonist: CHRM5 agonism in calcium assay | P08912 | CHO-K1 hM5 cells, Fluo-8 calcium fluorescence; 0% DMSO wells, 100% maximal acetylcholine response | activation, % at 3 µM | actives 0.19% (n = 360,000) | AID 624037;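 active = activation above the run's mean over test compounds plus 3 SD, cut at about 23% in these data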;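 also: signal is peak over basal fluorescence ratio across the kinetic read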
CHRM4 antagonist: antagonists of human muscarinic M4 receptor (CHRM4). P08173. CHO-hM4 cells, ACh EC80, Fluo-8 calcium fluorescence. inhibition, % at 3 µM. actives 0.73% (n = 360,000);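 active = inhibition above its plate's cutoff, the mean inhibition of sample wells plus 3 SD, cut at about 27% in these data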;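 also: 0% = acetylcholine EC80 with DMSO and 100% = DMSO without agonist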
CHRM5 PAM: potentiates acetylcholine response at human M5 receptor; P08912; actives 0.3% (n = 360,000); activation, % at 3 µM; CHO-K1 hM5, Fluo-8 calcium, ACh EC20 PAM; 0% = ACh EC20, 100% = ACh EC100;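 active = activation above the run cutoff, the mean activation of all test compounds plus 3 SD, cut at about 18% in these data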
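system = human M5 receptor in CHO-K1 cells | reagent = EC20 acetylcholine as agonist stimulus | compound dosing = single-point, 3 µM nominal | incubation = Fluo-8 loading 80 min at 37 °C plus 30 min room temperature | detection = Fluo-8 calcium dye fluorescence, kinetic read | benchmarks = low control EC20 acetylcholine (0%), high control EC100 acetylcholine (100%)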
Starred values were filed as active, the others as inactive; · = not tested or not shown.

SMILES	CRFBP-R2 agonist	CHRM4 agonist	M1 PAM	CHRM1 antagonist	CHRM5 antagonist	CHRM4 PAM	CHRM5 agonist	CHRM4 antagonist	CHRM5 PAM
CCN(c1ccccc1)S(=O)(=O)c1ccc(OC)c(NC(=O)Cn2cnc3c2c(=O)n(C)c(=O)n3C)c1	-0.1	11	4	-9	-11	-10	-6	-13	-5
CC(C)N=C1NN=C(c2cccs2)CS1	1.0	1	11	-9	5	-4	1	-5	0
CN1C(=O)[C@@H]2[C@@H]3C[C@@H]([C@H]4ON=C(c5ccccc5OCC#N)[C@@H]34)[C@@H]2C1=O	-0.8	1	3	-1	2	-10	3	-8	-1
Cc1nn(C(C)C(=O)N2CCCCC2)c(=O)c2c1sc1ccccc12 (stereo unspecified)	-1.6	0	5	-4	9	-5	-1	7	-6
O=S(=O)(c1cnc(Cl)c(Cl)c1)N1CCCc2ccccc21	3.4	-2	-6	2	4	-2	-7	-10	-9
Cc1ccc(N=C(NO)c2nonc2N)c(C)c1	-4.0	2	1	-8	-5	0	-7	-15	-1
C[C@@H](C(=O)NCC1CC1)[C@@H]1C[C@@]1(C)[C@@H](NC(=O)OCc1ccccc1)c1ccccc1	-0.5	5	6	-5	10	3	5	-6	-6
CCCCc1nc(N2CCOCC2)c(C#N)c2c1COC(C)(C)C2	0.1	4	0	-21	-1	-3	-1	-6	-3
O=C(CCc1nc2ccccc2s1)OCC(=O)c1ccccc1	-0.5	1	6	-5	12	-2	-4	-2	-2
Cc1cccc(-c2noc(CN(C)S(=O)(=O)c3cc(Cl)ccc3Cl)n2)c1	14	0	-3	-1	-4	-7	-3	2	-12
O=C(CC12CC3CC(CC(Br)(C3)C1)C2)Nc1cccc(S(=O)(=O)NC2=NCCC2)c1	0.0	3	6	-3	-8	9	0	-4	13
CC(CCc1ccccc1)NC(=O)c1ccc(C(=O)NC(C)CCc2ccccc2)cc1 (stereo unspecified)	1.4	2	7	-5	0	2	-4	-4	6
COC(=O)c1ccc(NC(=O)COc2ccc(S(=O)(=O)NC(C)C)cc2)cc1	-0.3	9	-7	0	6	4	7	-9	-9
c1coc(CSSCc2ccco2)c1	5.3	1	5	-1	7	7	4	5	10
CCc1cccc(NC(=O)C2CCCN2C(=O)Nc2ccc(C)cc2)c1 (stereo unspecified)	-0.8	0	7	-8	0	-2	-2	3	0
COc1ccc(-c2csc3ncnc(N4CCN(C(=O)c5ccco5)CC4)c23)cc1	-1.2	5	4	-3	12	1	3	1	-10
CC(C)Oc1ccc(C(=O)NCC(=O)N2CCN(S(=O)(=O)/C=C/c3ccccc3)CC2)cc1	-0.6	7	7	-4	8	-5	-2	-11	-11
Cc1ccc(NC(=O)COC(=O)Cn2ccc(C(F)(F)F)n2)cc1Cl	1.1	0	6	-8	-16	22*	0	-20	11
Cc1ccc(-c2csc3nc(SCC(=O)Nc4ccc(Cl)c(C(=O)O)c4)[nH]c(=O)c23)cc1	1.0	1	9	-13	-23	12	-4	-20	4
Cc1cc(OC(F)F)ccc1NC(=S)NCCc1ccccc1	0.1	3	-2	1	11	-5	-2	2	-8
COc1cc(CNc2ncn[nH]2)ccc1OCc1cccc(C)c1	1.1	1	3	-12	7	9	0	3	3
Nc1ccn([C@@H]2O[C@H](CNCc3ccc(N4CCNCC4)cc3)[C@@H](O)[C@H]2O)c(=O)n1	0.3	1	-2	-5	-21	-1	2	-9	3
O=C(NC(c1ccc(Cl)cc1)c1cnccn1)C1CCN(Cc2ccc(Oc3ccccc3)cc2)CC1 (stereo unspecified)	·	9	-18	22	0	-14	-2	24	-10
CCOC(=O)c1ccc(NC(=O)c2ccc(NC(=O)C3CCCO3)cc2)cc1 (stereo unspecified)	2.3	13	0	-4	14	-9	3	-4	-8
CN(C)CCCNc1oc(-c2ccc(Cl)cc2)nc1S(=O)(=O)c1ccccc1	2.2	7	5	-2	4	8	-2	-4	-6

Going on with the list:
SMILES	CRFBP-R2 agonist	CHRM4 agonist	M1 PAM	CHRM1 antagonist	CHRM5 antagonist	CHRM4 PAM	CHRM5 agonist	CHRM4 antagonist	CHRM5 PAM
Cc1csc(NC(=O)C2(C)CCN2C(=O)C(C)C)c1C#N (stereo unspecified)	·	1	7	-13	1	-6	1	-6	-1
CCCn1c(=O)c2c(ncn2C)n(CCC)c1=O	-0.5	1	3	-28	0	-2	1	-4	-1
COc1ccc(C(=O)NNC(=O)CSc2nnc(-c3cccnc3)o2)cc1	-2.2	2	11	-7	1	4	-4	10	-4
O=S(=O)(N=C(NS(=O)(=O)c1ccc(Cl)cc1)c1ccccc1)c1ccc(Cl)cc1	-2.5	1	0	-9	2	10	3	-1	1
CCCCn1c(N)c(N(CCOC)C(=O)COC(=O)CNC(=O)c2ccc(Cl)c(Cl)c2)c(=O)[nH]c1=O	-1.3	1	11	-19	-3	17	1	-15	10
CCNC(=O)CC1C(=O)N(c2ccc(C)cc2)C(=O)N1CCc1sccc1C (stereo unspecified)	-1.2	1	4	-4	3	-5	-2	4	4
Cc1ccc(C2(CCNS(=O)(=O)c3ccc(C)cc3)CCOC(C(C)C)C2)cc1 (stereo unspecified)	1.7	-1	-15	10	7	-10	-5	23	-10
CN(C)S(=O)(=O)c1cccc(NC(=O)c2ccc3c(c2)OCCO3)c1	2.8	10	-2	12	1	-5	1	-5	-11
O=C(CN1CCCCC1)Nc1c2c(nc3ccccc13)N(c1ccccc1)CC2	3.3	8	-8	8	1	-8	-2	1	-11
COc1ccccc1C(=O)Nc1ccc(CN2CCCCC2)cc1	1.1	1	-2	1	-1	-4	-14	-5	-2
Fc1c(F)c(F)c(NC2=NCCCCC2)c(F)c1F	1.0	0	6	-7	14	0	-4	-8	-2
COc1ccc(CC(=O)Nc2cccc(C(C)=O)c2)cc1S(=O)(=O)N1CCOCC1	-1.4	4	-3	18	3	5	3	-3	0
CC(C)OCP(=O)(c1ccccc1)c1ccccc1	1.2	2	5	1	-9	15	-3	1	1
CNC(=O)C1=C(C)NC(=S)NC1c1cccs1 (stereo unspecified)	1.8	1	-1	-2	-34	5	6	-2	17
Cc1ccc(S(=O)(=O)NC(=O)c2cccc(N(C)C)c2)cc1	2.0	2	5	0	-7	3	5	-5	-1
C[C@H]1CN([C@@H](C)CO)C(=O)CCCn2nncc2CO[C@@H]1CN(C)C(=O)c1ccc(N2CCN(C)CC2)cc1	-0.6	1	0	-10	-2	0	2	3	4
CCOCCCNC(=O)C1(O)c2ccccc2NC(=O)N1c1ccc(Cl)c(Cl)c1 (stereo unspecified)	0.8	1	3	-4	-4	5	-2	-9	0
COc1ccc2c(CC(=O)N3CCN(S(=O)(=O)c4cccs4)CC3)coc2c1	-1.5	4	2	0	-4	-1	-1	7	1
CC(=NO)C1CCC2C3CCC4=CC(=NO)CCC4(C)C3C(O)CC12C (stereo unspecified)	-1.0	21	-13	19	22	-4	12	-2	-15
CCC(/C=N/NC(=O)C(=O)N/N=C/C(CC)CC)CC	-0.3	2	4	0	-4	-4	-2	1	-2
CN(CCC#N)C(=S)Nc1ccc(Oc2ccccc2)cc1	-1.1	2	-6	10	0	-5	-5	4	-4
O=S(=O)(NCC(c1cccnc1)N1CCN(Cc2ccccc2)CC1)c1cc(F)ccc1F (stereo unspecified)	-0.6	4	1	1	0	-4	-3	2	-6
CCC(Sc1nc2ccccc2[nH]1)C(=O)Nc1ccc(NC(C)=O)cc1 (stereo unspecified)	-0.5	2	4	6	2	1	-4	0	-7
OCn1ncn(-c2ccccc2)c1=S	-0.5	1	-4	-1	3	6	-2	-4	-1
CC1CCCN(c2c([N+](=O)[O-])cc(C(=O)O)cc2[N+](=O)[O-])C1 (stereo unspecified)	0.3	1	1	-1	6	1	-3	-3	1

Full records as entered above. Values in the order: CRFBP-R2 agonist, CHRM4 agonist, M1 PAM, CHRM1 antagonist, CHRM5 antagonist, CHRM4 PAM, CHRM5 agonist, CHRM4 antagonist, CHRM5 PAM
CN(C)S(=O)(=O)c1cccc(NC(=O)c2ccc3c(c2)OCCO3)c1 is listed as 2.8, 10, -2, 12, 1, -5, 1, -5, -11
CN(CCC#N)C(=S)Nc1ccc(Oc2ccccc2)cc1 is listed as -1.1, 2, -6, 10, 0, -5, -5, 4, -4

Continued:
SMILES	CRFBP-R2 agonist	CHRM4 agonist	M1 PAM	CHRM1 antagonist	CHRM5 antagonist	CHRM4 PAM	CHRM5 agonist	CHRM4 antagonist	CHRM5 PAM
Cc1nn(-c2ccccc2)c(C)c1/C=C/C(=O)OC(C)C(=O)Nc1ncc(Cl)cc1Cl (stereo unspecified)	-0.5	-2	3	-6	-8	-8	-5	2	3
Cc1ccc(C)c2c1cc(C)c1nnc(SCC(=O)c3cccs3)n12	0.4	1	8	-6	0	-4	1	3	-2
O=C1C2CC=CCC2C(=O)N1c1ccc(NCCc2ccccc2)c([N+](=O)[O-])c1 (stereo unspecified)	3.7	1	11	-13	-7	-1	-1	-3	1
O=C(NCCCn1ccnc1)C1CCN(S(=O)(=O)c2cc([N+](=O)[O-])ccc2Cl)CC1	-2.4	1	-15	8	-1	4	-10	-22	4
CCCN1C2CCCC1CC(NC(=O)c1ccccc1OC)C2 (stereo unspecified)	1.2	0	-13	24	0	-12	-21	5	-1
Cc1cc(C(=O)CSc2nn3c(=O)c(C(C)(C)C)nnc3s2)c(C)n1C1CC1	-2.6	2	-1	-3	4	-2	-10	-5	-4
CCc1c(C)[nH]c2ccccc2c1=O	0.6	0	-1	-19	3	13	-1	3	2
Cc1cc(=O)[nH]c(SCC(=O)Nc2nc3ccccc3s2)n1	-2.6	0	11	-14	-1	1	-3	5	0
CCN(CC(=O)Nc1c(F)cccc1F)C(=O)CCSc1ccc(F)cc1	-1.0	2	7	-9	2	2	1	8	1
CCCC(=O)N(Cc1cc(=O)[nH]c2ccccc12)c1ccc(OC)cc1	-0.6	-1	0	-2	16	-3	-3	2	-5
CN1CCN(c2nc3c(c(=O)n(C)c(=O)n3C)n2Cc2ccc(F)cc2)CC1	-3.6	-1	18	-19	8	3	-9	1	0
CC(NS(C)(=O)=O)C(c1cccs1)N1CCN(c2ccccc2)CC1 (stereo unspecified)	-1.6	2	3	-5	-3	11	1	9	4
CN(CCC#N)Cc1cc(=O)oc2ccc3ccccc3c12	-1.2	2	-2	4	-8	14	2	0	10
CN=c1scc(C)n1/N=C/c1ccc(O)cc1	0.3	1	-1	-30	3	6	-3	-3	-5
Cc1ccc2[nH]c(=O)c(CN(CCc3ccccc3)Cc3nnnn3CC3CCCO3)cc2c1 (stereo unspecified)	-2.4	2	4	0	4	-5	1	-3	-1
CCOc1ccc(C(CC(=O)O)NC(=O)C2c3ccccc3Oc3ccccc32)cc1 (stereo unspecified)	2.8	1	11	-9	2	1	-2	1	0
Cc1cc(NC(=O)COc2ccc(C)c(C)c2)no1	-0.2	2	14	-12	-8	3	2	3	11
FC(F)(F)c1cnc(C(c2ccccn2)c2ncn[nH]2)c(Cl)c1 (stereo unspecified)	0.6	0	8	-6	7	2	1	8	1
Cc1ccc(C(=O)NNS(=O)(=O)c2ccc(F)cc2)cc1	-1.3	2	10	-19	-14	2	-2	-14	1
O=C1OCC2=C1C(c1ccc(F)cc1)CC(=O)N2c1ccc(F)cc1 (stereo unspecified)	·	-1	6	-15	4	-6	-1	4	2
CCCCn1c(-c2ccc(F)c(F)c2)nc2cc3[nH]c(=O)c(C(C)C)nc3cc21	4.3	2	0	-1	3	2	1	5	-8
Cc1ccc(SCCC(=O)Nc2ccccc2Br)cc1	0.4	-2	4	-6	6	-7	-10	0	-4

Bioassay records: PubChem BioAssay, several laboratories
